NPR1 activator: GC-A stimulated cGMP production enhancers – HEK293 GC-A cells, cGMP TR-FRET, EC30 ANP, primary screen. actives 0.14% (n = 370,000). 0% at EC30 ANP, 100% saturating ANP. AID 1671463, 2021. Atrial natriuretic peptide receptor 1 (Homo sapiens), P16066. activation, % at 10 µM; in the data active means activation above about 40%
hgDAF-12 ag: H. glycines DAF-12 receptor agonists, primary screen, cell-based, luminescence, HEK293, GAL4 fusion, UAS-luciferase. HEK293 GAL4-hgDAF12 UAS-luciferase reporter, agonist luminescence; normalized to butyrate control. activation, % at 6.8 µM. actives 1.8% (n = 370,000). AID 687014, 2013;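 active means activation above a cutoff set at the mean of all screened compounds plus 3 SD, cut at about 10% in these data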;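 further: 0% = DMSO wells and 100% = sodium butyrate wells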
ADAM10 inh: human ADAM10 inhibitors, primary screen, biochemical, QFRET, HTS; Disintegrin and metalloproteinase domain-containing protein 10 (Homo sapiens), O14672; recombinant ADAM10, EDANS/DABCYL FRET peptide cleavage, 3 h; AID 720582, 2013; actives 0.62% (n = 370,000); inhibition, % at 7 µM;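 active means inhibition above a per-campaign cutoff equal to the mean of compounds falling between control-based bounds plus 3 SD, cut at about 20% in these data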;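 further: 0% = DMSO wells while the 100% control is not disclosed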
Target sequence (O14672 214-748 limits assumed): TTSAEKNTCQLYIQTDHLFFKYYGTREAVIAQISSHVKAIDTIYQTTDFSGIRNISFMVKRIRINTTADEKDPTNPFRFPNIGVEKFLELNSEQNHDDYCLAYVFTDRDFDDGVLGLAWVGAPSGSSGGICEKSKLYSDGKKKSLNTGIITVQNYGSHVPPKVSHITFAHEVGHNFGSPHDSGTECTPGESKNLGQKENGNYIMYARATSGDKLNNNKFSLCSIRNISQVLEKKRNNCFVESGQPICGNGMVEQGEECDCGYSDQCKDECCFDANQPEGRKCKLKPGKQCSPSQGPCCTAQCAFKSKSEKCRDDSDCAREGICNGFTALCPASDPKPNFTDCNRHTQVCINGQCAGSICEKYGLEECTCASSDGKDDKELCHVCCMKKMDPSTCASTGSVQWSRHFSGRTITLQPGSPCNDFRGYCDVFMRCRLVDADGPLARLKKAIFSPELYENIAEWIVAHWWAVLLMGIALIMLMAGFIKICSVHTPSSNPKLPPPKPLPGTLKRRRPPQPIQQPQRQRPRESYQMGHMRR
SMARCA2 activ: SMARCA2 (BRM) function activators, primary screen, cell-based, luminescence, high throughput; MG213 cells, MMTV-luciferase reporter, dexamethasone, overnight; activation, % at 9.1 µM; actives 1% (n = 370,000); AID 652017, 2013; in the data active means activation above about 7.8%;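 further: 0% = vehicle wells and 100% = reference activator wells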
ssDAF-12 act: S. stercoralis DAF-12 nuclear receptor activators, primary screen, cell-based, luminescence, HEK293, GRIP1 co-expression, lit1-tk-luc. actives 1% (n = 370,000). HEK293 ssDAF-12/GRIP1 lit1-tk-luc reporter; % of 3 µM dafachronic acid response. activation, % at 6.8 µM. Nuclear hormone receptor DAF-12 (Strongyloides stercoralis);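 active means activation above the mean over all tested compounds plus 3 SD, cut at about 0.9% in these data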;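 further: 0% = DMSO-only wells and 100% = 3 µM delta7-dafachronic acid wells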
hcDAF-12 act: H. contortus DAF-12 nuclear receptor activators, primary screen, cell-based, luminescence, HEK293, lit1-tk-luc reporter | HEK293 hcDAF-12 lit1-tk-luc reporter; 0% DMSO, 100% Δ7-dafachronic acid | activation, % at 6.8 µM | actives 1.4% (n = 370,000) | AID 652067, 2013;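 active means activation above the mean of all tested compounds plus 3 SD, cut at about 5.5% in these data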;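 further: 100% = response to 3 µM Δ7-dafachronic acid high control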
NPR2 activator: human GC-B receptor activators, primary screen, HEK293 GC-B cells, cGMP TR-FRET, EC30 CNP | activation, % at 10 µM | actives 0.11% (n = 370,000) | 0% at EC30 CNP, 100% saturating CNP | AID 1920062, 2024 | Atrial natriuretic peptide receptor 2 (Homo sapiens), P20594;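 active means activation at 10 µM reaching about 35% in either raw or pattern-adjusted values, limit read from the data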
DAX1 inh-1: DAX1 (NR0B1) inhibitors on StAR promoter, primary screen, cell-based, luminescence, SF-1 (NR5A1), full-length DAX-1. AID 652010, 2013. actives 1.1% (n = 370,000). inhibition, % at 6.8 µM. HEK293T StAR-luciferase reporter, SF-1/DAX-1 repression relief;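 active means inhibition above the mean over all tested compounds plus 3 SD, cut at about 3.6% in these data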;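 further: 0% = DAX-1 cells with DMSO and 100% = cells lacking DAX-1 with DMSO; higher inhibition means more luminescence from relief of DAX-1 repression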
FXN GAA850 act: FXN promoter activators, primary screen, cell-based, luciferase luminescence, HEK293 lucGAA850 | HEK293 lucGAA850 FXN promoter luciferase reporter, 24 h; percent of 10 µM SAHA response | activation, % at 6 µM | actives 0.56% (n = 360,000) | AID 540364, 2011;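 active means activation above the average of all compounds screened plus 3 SD, cutoff fixed separately per campaign, cut at about 7.5% in these data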;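 further: 0% = DMSO wells and 100% = 10 µM SAHA wells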
HGIII-sPLA2 inh: human group III sPLA2 inhibitors, primary screen, biochemical, QFRET, BODIPY PC-A2 liposome substrate; Group 3 secretory phospholipase A2 (Homo sapiens), Q9NZ20; QFRET BODIPY PC-A2 liposome hydrolysis, fluorescence; inhibition, % at 12.2 µM; actives 0.56% (n = 370,000); AID 743126, 2013;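 active means inhibition above mean plus 3 SD of compounds lying within the high and low control bounds, cut at about 19% in these data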;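 further: 0% = median of test compound wells and 100% = no enzyme DMSO wells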
DAX1 inh-2: DAX1 (NR0B1) inhibitors, primary screen, cell-based, HEK293, Gal4-DAX1, luciferase luminescence | AID 504766, 2011 | HEK293 Gal4-DAX1 luciferase reporter | actives 0.99% (n = 340,000) | Nuclear receptor subfamily 0 group B member 1 (Homo sapiens), P51843 | inhibition, % at 6.75 µM;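 active means inhibition above the mean over all tested compounds plus 3 SD, cut at about 4.2% in these data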;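 further: 0% = DAX1-transfected cells with DMSO and 100% = empty-vector control cells with DMSO; inhibition shows as a rise in luminescence from relieved DAX1 repression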
Target sequence (P51843 207-470 limits assumed): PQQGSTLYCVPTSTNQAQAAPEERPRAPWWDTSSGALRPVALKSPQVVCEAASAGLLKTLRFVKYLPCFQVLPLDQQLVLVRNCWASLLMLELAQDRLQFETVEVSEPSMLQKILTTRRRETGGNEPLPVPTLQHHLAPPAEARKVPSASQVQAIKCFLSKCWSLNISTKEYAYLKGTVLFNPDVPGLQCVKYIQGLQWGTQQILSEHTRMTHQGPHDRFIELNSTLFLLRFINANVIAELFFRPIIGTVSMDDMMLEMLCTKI
Numbers without * were called inactive; i = inactive; · = no result given.

The opening 2 records (preview)
1. CCc1ccc(CN(C)C(=O)c2cc(COc3ccc(-n4cncn4)cc3)on2)cc1
2. Cc1ccc(C(c2sc3nc(C)nn3c2O)N2CCN(c3ccccc3)CC2)cc1 (stereo not given)

compound no.	1	2
NPR1 activator	1	3
hgDAF-12 ag	-1.8	-0.9
ADAM10 inh	15	-8
SMARCA2 activ	-1	2
ssDAF-12 act	-0.9	-0.9
hcDAF-12 act	0.1	1.2
NPR2 activator	-3	2
DAX1 inh-1	-3.6	0.1
FXN GAA850 act	2.5	1.0
HGIII-sPLA2 inh	-28	0
DAX1 inh-2	0.0	0.2

This part in full, from the first entry:
1. CCc1ccc(CN(C)C(=O)c2cc(COc3ccc(-n4cncn4)cc3)on2)cc1
2. Cc1ccc(C(c2sc3nc(C)nn3c2O)N2CCN(c3ccccc3)CC2)cc1 (stereo not given)
3. COc1ccc(CNC(=O)N2CCN(c3ccc(F)cc3)CC2)cc1
4. CC(NC(=O)Cc1ccccc1)c1ccc(F)cc1 (stereo not given)
5. CCOC(=O)C1CCN(CC(O)COCc2cccs2)CC1 (stereo not given)
6. CC(C)(C)NC(=O)CSc1nnc(NC(=O)CCc2ccccc2)s1
7. C[C@@H]1CN([C@H](C)CO)C(=O)CCCn2cc(nn2)CO[C@H]1CN(C)C(=O)c1ccncc1
8. CC(=O)Nc1ccc2c(c1)c1ccccc1n2C(C)=O

compound no.	1	2	3	4	5	6	7	8
NPR1 activator	1	3	-6	-3	-1	2	0	0
hgDAF-12 ag	-1.8	-0.9	-1.4	4.6	-1.9	2.4	1.9	0.0
ADAM10 inh	15	-8	-1	-9	-2	2	-6	-3
SMARCA2 activ	-1	2	-1	1	1	0	-5	-1
ssDAF-12 act	-0.9	-0.9	-1.4	-0.8	-1.5	-1.6	-1.6	0.2
hcDAF-12 act	0.1	1.2	-1.7	-1.1	-1.8	-1.3	-1.8	2.0
NPR2 activator	-3	2	-2	-1	5	10	-2	-8
DAX1 inh-1	-3.6	0.1	0.1	0.2	0.0	0.1	-0.1	-1.0
FXN GAA850 act	2.5	1.0	1.9	0.0	1.2	0.3	·	0.5
HGIII-sPLA2 inh	-28	0	2	-1	-1	4	8	-2
DAX1 inh-2	0.0	0.2	-0.6	-0.2	-0.7	-0.1	·	0.3

9. O=C(NCc1ccccn1)Nc1ccc2c(c1)OCO2
10. COc1ccc(/C=N/NC(=O)Cn2cnc3ccccc3c2=O)cc1
11. CN(C)CCCNc1ccc(-c2n[nH]c(=O)c3ccccc23)cc1[N+](=O)[O-]
12. COc1ccc(-c2nc(SC(C)C(=O)NC3CC3)n[nH]2)cc1 (stereo not given)
13. CCc1cccc(CC)c1NC(=O)COC(=O)c1cccc(S(=O)(=O)N2CCc3ccccc3C2)c1
14. Cc1cc2ccccn2c1C(=O)c1ccncc1
15. O=C1OC(Nc2cc(Br)cc3cccnc23)c2ccccc21 (stereo not given)
16. Cc1cccc(NC(=O)CCCc2ccccc2)c1

compound no.	9	10	11	12	13	14	15	16
NPR1 activator	0	2	-4	5	0	-2	-3	4
hgDAF-12 ag	6.0	1.6	-0.4	2.3	-2.0	-2.1	-7.0	4.7
ADAM10 inh	-4	2	0	-14	-3	1	-11	-6
SMARCA2 activ	0	0	1	1	-3	-1	-7	5
ssDAF-12 act	-0.1	-0.9	-1.4	-0.7	-1.2	-2.1	-1.6	0.1
hcDAF-12 act	1.4	-1.6	1.3	1.7	-0.8	-2.6	2.1	0.5
NPR2 activator	-4	4	-10	1	5	-1	-3	-2
DAX1 inh-1	1.5	-0.6	0.5	2.3	-0.2	-0.7	-2.4	1.3
FXN GAA850 act	4.4	-1.6	0.6	0.3	-0.7	3.6	-0.6	4.0
HGIII-sPLA2 inh	-1	-7	-3	-3	1	-3	2	-3
DAX1 inh-2	0.2	0.5	2.1	4.5*	2.0	-0.5	2.3	3.6

17. Cc1ccc(Nc2nc(CSc3nnc(-c4ccncc4)n3C)cs2)cc1
18. COc1ccc(CNS(=O)(=O)c2ccc(S(=O)(=O)N3CCCCC3)cc2)cc1
19. Cc1cc2c(cc1S(=O)(=O)CCC(=O)NCCc1ccccc1)OCC(=O)N2
20. N#Cc1ccsc1NC(=O)c1ccc2ncsc2c1
21. Cn1c(CSCc2ccc(F)cc2)n[nH]c1=S
22. CC(C)CN1C(=O)C[C@@]2(C(=O)N(C)c3ccc(NS(=O)(=O)C4CC4)cc32)C1c1ccccc1 (stereo not given in full)
23. COC(=O)CN(c1nc(C)c(Br)c(OC)n1)S(=O)(=O)c1ccc(C)cc1
24. OC1CCCN(CC(O)COC(c2ccccc2)c2ccccc2)C1 (stereo not given)

compound no.	17	18	19	20	21	22	23	24
NPR1 activator	-1	2	2	0	-5	-1	-20	-11
hgDAF-12 ag	16*	-1.3	-2.9	2.9	1.2	4.1	-1.5	-2.6
ADAM10 inh	-3	7	2	-21	1	-4	14	-2
SMARCA2 activ	4	-1	1	2	-1	-2	-2	4
ssDAF-12 act	0.4	-1.8	0.1	-1.2	-1.6	-1.1	-0.7	0.3
hcDAF-12 act	7.3*	-1.6	-0.8	1.4	-2.7	-0.5	-0.8	-0.4
NPR2 activator	-2	4	-1	-5	0	-10	-16	-4
DAX1 inh-1	3.6	-0.7	0.3	0.4	-0.5	1.1	0.0	-0.3
FXN GAA850 act	6.4	-1.8	-3.4	1.5	0.8	·	1.8	0.4
HGIII-sPLA2 inh	-5	-1	16	2	17	-2	-6	-2
DAX1 inh-2	-1.8	0.9	-0.3	1.0	1.6	·	-1.7	0.8

25. COc1cc(C)ccc1OCC(=O)NCC1CCCO1 (stereo not given)
26. O=C(Cn1nc(C(F)F)cc1C1CC1)N1CCCC1
27. COc1ccc(NC(=O)c2cc(S(=O)(=O)N3CCS(=O)(=O)CC3)ccc2Cl)cc1
28. COC(=O)c1ccc2nc(NC(=O)C(C)(C)C)sc2c1
29. COc1ccc2[nH]c(C(=O)Nc3cccc(C)n3)cc2c1
30. O=C(NNC(=O)c1cc2cc(OC(F)(F)F)ccc2[nH]1)c1cccc(C(F)(F)F)c1
31. O=C(CSc1ncnc2ccccc12)NC1CCS(=O)(=O)C1 (stereo not given)
32. COC(=O)c1ccccc1NC(=O)c1sc(=S)n(C)c1N

compound no.	25	26	27	28	29	30	31	32
NPR1 activator	0	-1	-6	-7	3	-2	-1	8
hgDAF-12 ag	1.6	-2.8	1.5	-8.0	15*	-1.4	2.8	1.4
ADAM10 inh	6	2	-5	-4	-85	15	-1	-3
SMARCA2 activ	-1	-3	2	-5	2	-6	0	2
ssDAF-12 act	0.0	-1.1	-0.5	-1.6	0.9*	-1.4	-0.9	-0.7
hcDAF-12 act	3.3	-2.0	-1.9	-0.2	7.9*	-2.3	1.0	0.8
NPR2 activator	1	4	4	0	0	0	6	-16
DAX1 inh-1	1.7	-0.2	0.1	-1.8	3.7*	-1.0	1.3	-0.3
FXN GAA850 act	1.3	-0.7	-2.2	-7.9	1.0	0.4	-2.0	2.2
HGIII-sPLA2 inh	6	11	4	5	3	-10	0	6
DAX1 inh-2	-0.9	1.0	1.0	-5.6	·	-1.5	0.0	2.5

33. CN(C)CCN1CCN(C2CN(CCc3ccccc3)S(=O)(=O)C2)CC1 (stereo not given)
34. O=C(O)c1cc(-c2ccccc2)n(-c2ccc(Cl)cc2)n1
35. Cc1ccc(C(=O)OCc2nc(N)nc(Nc3ccccc3C)n2)cc1
36. N#Cc1cccnc1N1CCC(C(N)=O)CC1
37. CN(C(=O)c1cccc(COc2ccc(Cl)cc2Cl)c1)c1ccccc1
38. CCOC(=O)N1CCN(C(=O)c2oc3ccc(S(=O)(=O)N(CC)CC)cc3c2C)CC1
39. CCC(=O)c1ccc(/C=C/c2nc3ccccc3n2C)o1
40. Cn1c(=O)c2c(nc(CN3CCN(C(=O)c4ccco4)CC3)n2CCc2ccccc2)n(C)c1=O

compound no.	33	34	35	36	37	38	39	40
NPR1 activator	4	1	0	-4	7	7	12	-8
hgDAF-12 ag	-0.7	-0.1	2.2	-1.1	13*	-3.2	25*	-0.6
ADAM10 inh	0	-2	11	-287	13	-5	i	-2
SMARCA2 activ	2	-1	-1	-5	2	-1	2	1
ssDAF-12 act	-1.2	-1.0	-1.8	-1.1	-1.4	-1.4	1.4*	-1.3
hcDAF-12 act	-0.5	-0.8	-2.4	-0.4	2.1	-2.7	6.9*	-1.7
NPR2 activator	2	-7	1	1	2	8	2	7
DAX1 inh-1	0.6	-0.4	1.3	-0.3	0.9	-0.7	4.7*	0.4
FXN GAA850 act	·	0.7	4.0	2.1	8.3*	-1.0	5.0	3.6
HGIII-sPLA2 inh	1	-5	-3	3	-7	-2	8	1
DAX1 inh-2	·	-0.1	-1.3	0.2	-1.6	-0.4	-0.4	-0.6

41. Cc1ccc(-c2nc3ccc(Cl)cn3c2Cc2ccccc2C(F)(F)F)cc1
42. COc1cccc(NC(=S)N(CCCN2CCOCC2)C(C)c2cc3cccc(OC)c3o2)c1 (stereo not given)
43. Cc1cc(O)cc(O)c1-c1onc(C(F)(F)F)c1-c1cscn1
44. COc1cccc(OC)c1C(=O)Nc1ccc(N2CCCC2)cc1
45. COC(=O)c1ccc(C)c(NC(=O)CSc2nnc3ccccn23)c1
46. CN(c1ccccc1)S(=O)(=O)c1cc(C(=O)c2nccn2C)ccc1Cl
47. COC(=O)c1cccc(NC(=O)CN2CCN(c3ccc(OC)cc3)CC2)c1
48. O=C(c1cc(COc2c(F)cccc2F)on1)N1C[C@H]2CC[C@H]1C2

compound no.	41	42	43	44	45	46	47	48
NPR1 activator	-2	-5	1	0	-1	-1	3	1
hgDAF-12 ag	10	3.3	-2.6	0.0	-0.4	-2.5	-0.3	11*
ADAM10 inh	-15	-3	13	0	-9	8	2	-4
SMARCA2 activ	1	1	-2	-2	-2	-2	0	10.0*
ssDAF-12 act	0.1	-1.2	-1.4	0.2	-1.5	-2.1	-1.6	0.0
hcDAF-12 act	2.7	-0.7	-2.8	2.6	-0.4	-2.3	-1.5	4.0
NPR2 activator	1	-7	0	1	0	-4	-5	-6
DAX1 inh-1	3.0	0.2	-0.8	-0.3	-1.2	-0.2	-0.8	3.5
FXN GAA850 act	·	-0.8	-2.0	1.0	-0.5	1.6	-0.8	3.3
HGIII-sPLA2 inh	-15	-1	-37	6	2	-8	-2	-3
DAX1 inh-2	·	1.0	-3.5	-0.1	1.1	0.7	-0.6	1.3

Screens: PubChem BioAssay, several laboratories
